Bioassay records as filed in PubChem BioAssay.
CFTR F508del cor: F508del CFTR correction, initial screen, CFBE line, single point. CFBE cells, YFP halide quenching; stimulated with forskolin plus potentiator P3; % fluorescence drop versus neutral controls. activity (quench increase), % at 7.58 µM. 350,000 tested, 0.36% active. AID 720511, 2013;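 active means mean added fluorescence quench of at least 8% versus neutral control, with both replicates also reaching 8%; inconclusive means only one of the mean or replicate conditions met; inactive means mean below 8% and not both replicates reaching 8%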;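 further: cells transiently co-express mutant CFTR-F508del with the halide-sensitive YFP; corrector assay measuring rescue of mutant channel to the surface after 24 h compound exposure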
EWS-Fli block: EWS/Fli-driven NR0B1 reporter inhibitors, primary screen, A673 cells, NR0B1 luciferase, luminescence, MLPCN library; inhibition, % at 12.6 µM; AID 651661, 2012; 350,000 tested, 0.67% active; viability-normalised;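 active means mean inhibition of at least 50% after viability correction, with every replicate also passing that limit; inconclusive means mean reaches 50% but only one of two replicates passes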;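 further: firefly luciferase signal divided by Alamar Blue viability fluorescence both relative to DMSO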
Xi reactivation: activators of inactive X chromosome reactivation, primary screen, imaging, XiGFP fibroblasts, GFP high-content imaging, set 2. XiGFP mouse fibroblasts, % GFP-positive cells imaging, 3 d; cells co-treated with 5-aza-dC sensitizer; scaled so ellipticine positive control = 100%. activation, % at 7.58 µM. 360,000 tested, 0.055% active;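 active means mean normalized replicate activation at least 10% and every replicate at or above 10%; inconclusive means only one of the two criteria met; inactive means mean below 10% and not all replicates reach 10%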;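 further: 0% = median of on-plate neutral control wells and 100% = ellipticine 6 µM median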
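System: 68-5-11 XiGFP fibroblast line | Buffer or medium: DMEM containing 5-aza-dC | Compound: Single point | Times: Compounds 3 days, fix/stain 15 min at room temperature | Benchmarks: Positive control ellipticine, 6 µM final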
INS-1E GSIS act: GLuc luminescence reporter in INS-1E cells, primary screen for activators of glucose-dependent secretion of insulin; INS-1E GLuc reporter insulin secretion, 2-3 h; activation, % at 16.6 µM; 370,000 tested, 0.61% active; AID 743287, 2014;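 active means lowest replicate activation of at least 40%, so every replicate reaches that level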;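 further: 0% = median of neutral control wells and 100% = median of IBMX positive control wells; some compounds called inactive have numbers as strong as hits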
ARNT-TACC3 inh: disruptors of ARNT/TACC3 protein interaction, primary screen, biochemical, AlphaScreen, single concentration; Transforming acidic coiled-coil-containing protein 3 (Homo sapiens), Q9Y6A5; AlphaScreen His-ARNT PAS-B/GST-TACC3 binding, luminescence; TACC3 fragment carries E629A point mutation; inhibition, % at 9.99 µM; 390,000 tested, 0.66% active; AID 623870, 2012;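 active means mean inhibition of replicates at least 50% and at least half of replicates each reaching 50%; inconclusive means half or more replicates reach 50% but mean below 50%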;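 further: 0% = complete ARNT plus TACC3 wells and 100% = ARNT alone without TACC3; many hits fall short of the cut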
PAX8 inh HTS: inhibitors of PAX8-driven TPO luciferase reporter, primary screen, RMG-I cells, single concentration. AID 652154, 2013. inhibition, % at 12.6 µM. SteadyGlo, 24 h. 360,000 tested, 1.2% active;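 active means mean replicate inhibition at least 60% with every replicate also reaching 60%; inconclusive means only one of the two criteria is met; inactive means mean below 60% and not all replicates reaching 60%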;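 further: luciferase light reporting Pax8 driven TPO promoter activity; plate controls were median of neutral control wells for no effect and mitoxantrone controls for full effect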
ERp5 block: inhibitors of ERp5-driven insulin aggregation, primary screen, biochemical, turbidity, absorbance 650 nm, single point | Protein disulfide-isomerase A6 (Homo sapiens), Q15084 | 90 min | inhibition, % at 9.99 µM | 350,000 tested, 0.05% active | AID 651711, 2012;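 active means mean replicate inhibition above about 25%, with every replicate also reaching it, limit read from the data, passing the limit was not always enough; inconclusive means only one of those two criteria met; inactive means neither criterion met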
Target sequence (Q15084 whole entry, looked up): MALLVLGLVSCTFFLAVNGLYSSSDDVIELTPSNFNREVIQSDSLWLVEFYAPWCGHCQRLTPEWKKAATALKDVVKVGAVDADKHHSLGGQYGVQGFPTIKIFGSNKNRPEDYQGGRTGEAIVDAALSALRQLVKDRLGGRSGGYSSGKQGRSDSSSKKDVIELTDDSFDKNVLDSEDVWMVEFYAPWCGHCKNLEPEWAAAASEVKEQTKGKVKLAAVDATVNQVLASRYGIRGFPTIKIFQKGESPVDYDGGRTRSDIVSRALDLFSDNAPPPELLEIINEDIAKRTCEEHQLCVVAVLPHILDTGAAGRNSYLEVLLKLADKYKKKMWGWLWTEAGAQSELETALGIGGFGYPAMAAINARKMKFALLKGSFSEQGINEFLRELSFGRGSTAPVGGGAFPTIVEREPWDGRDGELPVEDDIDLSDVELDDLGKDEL
DENV2 CPE rescue: inhibitors of DENV2 cytopathic effect, primary screen, cell-based, plate reader, single concentration; DENV2-infected cells, cytopathic effect rescue; CPE inhibition, % at 9.99 µM; 350,000 tested, 1.7% active; in the data active means CPE inhibition above about 20%, passing the limit was not always enough; inconclusive means no clear call, values can overlap the other calls; tested in BHK-21 cells;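 further: 0% = median of neutral control wells and 100% = median of positive control wells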
An asterisk follows results filed as active; ? = inconclusive; . = no result given; & = joins results of further samples. No enrichment for hits (roughly 4.2% active in at least one column).

compound,CFTR F508del cor,EWS-Fli block,Xi reactivation,INS-1E GSIS act,ARNT-TACC3 inh,PAX8 inh HTS,ERp5 block,DENV2 CPE rescue
O=C(CN1CCOCC1)n1c2c(c3ccccc31)CCCC2,-0.2,-2.9,0.4,-0.1,-0.9,14.8,-11.3,0.0
O=C(N[C@H]1CC[C@H](CCNC(=O)C2CCCC2)O[C@H]1CO)c1ccncc1,0.9,0.1,0.0,17.3,-7.3,10.0,3.3,-3.6
NC(=O)C1(N2CCCCC2)CCN(C(=S)Nc2cc(F)cc(F)c2)CC1,-0.3,1.9,0.0,-5.9,4.8,-1.1,-0.7,.
COc1ccc(S(=O)(=O)NCCCN2CCCC2=O)cc1OC,1.5,.,0.1,-0.2,.,-8.5,-5.9,5.4
CCN(CC)S(=O)(=O)c1cc(NC(=O)COC(=O)c2ccc(NC(=O)CC#N)cc2)ccc1C,-1.8,1.8,-0.1,2.9,2.5,-4.4,2.2,.
O=C(NCCc1ccccc1)c1nccc2ccccc12,0.6,-102.9,-0.7,13.4,-3.7,-102.3,3.6,-3.2
CCOC(=O)C1=CCN(S(=O)(=O)c2ccccc2Cl)C1c1ccc(Cl)c(Cl)c1 (stereo not drawn),-3.0,10.2,-0.2,1.3,.,12.5,-3.6,-4.6
CC=Cc1ccc2n(c1=O)C[C@@H]1[C@@H](CO)[C@H](C(=O)NCCC)[C@H]2N1C(=O)C1CCC1 (mixture of isomers),2.5,15.0,0.0,3.0,.,.,5.8,-10.0
CCOc1ccccc1NC(=O)COC(=O)COc1c(Cl)cc(Cl)c2ccc(C)nc12,-1.1,-0.8,-0.1,23.2,-10.0,-2.3,7.2,2.2
COc1ccccc1C(C)NCC(=O)NCc1ccc(C)cc1 (stereo not drawn),2.4,2.1,0.1,-18.8,-6.4,2.8,-1.0,5.6
C/C(N)=C(/C#N)C(=O)COC(=O)c1cc(-c2ccc(C)cc2)nc2ccccc12,.,.,0.0,-17.2,-1.5,-25.1,.,.
CCOC(=O)C1=CC[C@@H](c2ccccc2)N(S(=O)(=O)c2ccc(C)cc2)[C@H]1c1ccccc1C,0.9,7.8,0.0,9.1,.,-34.5,0.1,1.6
COC(=O)c1c(NC(=O)CSc2nccn2C)sc(C)c1C,-0.5,-16.5,-0.1,1.5,-11.0,0.9,-0.8,-11.2
O=C(CCN1CCCCC1)N[C@@H]1C=C[C@@H](CC(=O)N2CCC(Cc3ccccc3)CC2)O[C@H]1CO,-1.2,3.7,-0.4,4.3,26.3,-1.5,-10.0,-1.9
Cc1noc(C)c1C(=O)Nc1ccccc1N1CCOCC1,0.0,-4.9,0.0,10.8,-4.0,-1.3,-2.4,-1.5
Clc1ccccc1-c1ccc2ncnc(NCc3ccc4c(c3)OCO4)c2c1,-2.1,7.5,0.0,-2.5,-3.6,11.6,-6.8,-2.5
O=C(C(=O)N1CCN(S(=O)(=O)c2ccc(C(F)(F)F)cc2)CC1)c1cccc(C(F)(F)F)c1,-2.7,1.4,0.0,-39.5,.,18.1,-10.0,2.2
CCOC(=O)c1c(C)[nH]c(C)c1S(=O)(=O)N(C)CC(=O)Nc1ccccc1C,0.8,-1.5,0.1,27.1,0.0,16.8,1.3,8.3
Cc1occc1C(=O)Nc1ccc([N+](=O)[O-])cc1Br,-1.2,.,0.1,5.0,-1.3,-7.0,0.9,9.5
C[C@@H]1CN([C@H](C)CO)C(=O)c2cccc(NC(=O)C3CC3)c2O[C@@H]1CN(C)S(=O)(=O)c1ccc(Cl)cc1,-0.2,-0.8,0.0,4.5,-7.3,.,1.9,19.3
Nc1ncnc2c1ncn2[C@@H]1O[C@H](C(=O)N2CCC[C@@H]2C(=O)OCc2ccccc2)[C@@H](O)[C@H]1O,-0.5,7.4,0.6,8.4,.,-7.4,7.5,-5.8
CC(=O)N1CCSc2ccc(S(=O)(=O)NCCc3cccc(C)c3)cc21,-2.6,0.8,0.0,-18.3,-1.6,17.1,2.2,6.1
Cc1c(C(=O)Oc2cc(N)n(S(C)(=O)=O)n2)cccc1[N+](=O)[O-],1.4,3.3,0.0,-23.6,8.5,-3.4,-3.1,0.6
Cc1ccc2cc(CN(Cc3ccccc3)Cc3nnnn3C3CCCC3)c(=O)[nH]c2c1,1.6,4.8,.,-23.5,-5.9,.,5.3,3.4
CC(=O)NCCNc1nc2cc(-c3cc(F)ccc3C)sc2c(=O)n1C,0.8,7.2,0.0,-3.3,.,5.6,5.2,?
CO[C@@H]1CN(C)C(=O)c2ccc(NS(C)(=O)=O)cc2OC[C@H](C)N(C(=O)CN(C)C)C[C@@H]1C,-0.4,-8.2,-0.2,3.9,27.1,-6.7,0.3,-0.4
CC1Nc2ncnc(N3CCN(c4ccccc4)CC3)c2N(Cc2ccc(Br)cc2)C1=O (stereo not drawn),1.9,1.2,-0.1,-12.6,6.2,17.8,-5.5,11.1
O=C(Cn1nc(C(=O)O)c2ccccc2c1=O)Nc1cc(Cl)cc(Cl)c1,-2.0,6.4,0.2,-21.5,0.5,-3.6,0.9,-2.1
c1ccc(-c2csc(-c3cccnc3)n2)cc1,0.9,-22.8,-0.2,31.8,-8.2,-35.2,-3.0,0.8
CCc1noc(C)c1C(=O)NCCc1ccc(F)cc1,0.7,-2.6,0.0,12.0,0.5,-2.4,-2.5,-1.5
COc1cccc(COc2ccc(N(C)S(=O)(=O)c3ccccc3)cc2)c1,-1.2,.,0.0,-2.1,-5.6,1.5,1.6,11.2
Cc1noc(C)c1-c1ccc(C(=O)NCc2cccnc2)c2occc12,0.4,15.2,-0.1,-14.0,.,-30.7,-1.1,6.9
CCC(=O)Nc1ccc2c(c1)OC[C@H](C)N(C(=O)c1cccnc1)C[C@@H](C)[C@@H](OC)CN(C)C2=O,-2.6,6.0,-0.1,6.7,-6.9,-6.8,1.5,-5.6
CC1=C(C(=O)NCc2ccccc2)C(c2cccs2)NC(=S)N1 (stereo not drawn),-2.1,3.8,0.0,14.0,-1.1,-3.5,0.3,0.3
CCCCCCCCCCC(=O)Nc1cccnc1,0.9,6.3,0.1,-1.2,.,-1.3,0.7,5.3
c1cncc(-c2nnc(SCc3cccc4ccccc34)o2)c1,-1.9,-3.6,0.1,.,0.4,5.1,-2.9,-0.7
CCCCN(C(=O)COC(=O)COc1c(C)cc(C)cc1C)c1c(N)n(CCC)c(=O)[nH]c1=O,-0.8,-0.6,0.1,-10.2,-4.4,0.0,-0.2,18.6
Cc1c(CC(=O)N[C@@H](C)C(=O)O)c(=O)oc2cc3occ(-c4ccccc4)c3cc12,2.0,4.2,0.1,-2.6,48.1*,6.0,1.0,-3.4
CC(C)NC(=O)N1CC2(C1)[C@@H](c1ccccc1)[C@H](CO)N2C(=O)c1ccccn1,-2.1,.,0.0,8.6,.,.,-1.6,-12.2
Cc1cc(NC(=O)c2ccccc2Cl)ccc1NC(=O)c1ccccc1Cl,2.0,-7.7,0.0,.,-2.8,11.6,5.0,-1.3
N#Cc1ccc(-c2ccc3c(c2)[C@@H]2[C@@H](CCN2S(=O)(=O)c2ccccc2F)[C@@H](CO)N3)cc1,5.6,-5.1,0.1,23.3,-27.1,-26.9,.,-1.0
COc1ccc(NC(=O)C2CC(=O)NC3=C2C(=O)CC(C)(C)C3)cc1 (stereo not drawn),0.8,0.4,.,14.5,-13.8,.,-0.3,4.1
C[C@@H]1CN([C@@H](C)CO)C(=O)c2cc(C3=CCCC3)cnc2O[C@@H]1CN(C)C(=O)C1CCOCC1,-0.1,-5.9,1.1,17.6,.,-15.4,0.4,-2.2
C[C@H]1CN([C@@H](C)CO)C(=O)c2cccc(NS(=O)(=O)c3ccc(F)cc3)c2O[C@@H]1CN(C)Cc1ccc(-c2ccccc2)cc1,-2.0,29.9,0.4,13.7,5.0,7.4,15.3,?
COc1ccc(-c2nc[nH]c2[N+](=O)[O-])cc1,1.8,1.0,0.1,9.5,2.8,13.4,0.0,.
COCC(=O)N1[C@H](CO)[C@@H]2c3ccccc3N(C(=O)Nc3cc(F)ccc3F)C[C@@H]21,0.4,-2.9,0.0,6.6,-1.4,-13.9,-0.4,11.1
Cc1ccc(Sc2ncccc2/C=N/O)cc1,1.7,43.8,0.0,-11.5,-24.5,-11.7,-0.3,4.3
O=C(C[C@H]1CC[C@H]2[C@@H](COC[C@@H](O)CN2C(=O)Nc2cccc(Cl)c2)O1)NCCCN1CCOCC1,-0.7,-32.6,0.0,-18.9,1.7,-24.3,5.0,-3.7
C[C@H](CO)N1C[C@H](C)[C@@H](CN(C)S(=O)(=O)CC(F)(F)F)OCc2ccccc2-c2c(n(C)c3ccccc23)C1=O,-2.8,-6.6,1.6,-19.2,10.9,8.1,20.4,-1.9
COc1ccc(C(=O)O)cc1N1C(=O)Nc2ccccc2N1O,1.6,1.6,-1.0,10.8,-8.2,12.3,0.8,-2.0
Nc1nc(N=Nc2ccc(O)cc2)cc(=O)[nH]1,-0.8,-12.5,0.0,-3.9,.,11.6,8.8,1.3
Cc1ccc(-n2cccn2)cc1,0.7,-1.8,0.0,4.1,-4.2,1.6,-4.2,2.7
O=C(C[C@@H]1C[C@@H]2c3cc(NC(=O)Nc4ccc(C(F)(F)F)cc4)ccc3O[C@@H]2[C@H](CO)O1)NCCc1ccccc1,0.3,4.8,0.1,15.5,-7.6,-10.3,5.5,6.8
O=C(N/N=C\c1ccoc1)c1ccco1,-1.3,-3.1,0.2,0.6,-3.3,-14.5,3.0,1.0
CCN(c1ccc(OC)cc1)S(=O)(=O)c1ccc2c(c1)CC(C)N2C(=O)C1CC1 (stereo not drawn),4.2,.,0.1,12.4,1.7,-18.2,4.7,-0.7
CO[C@@H]1CN(C)C(=O)c2cc(NC(=O)Nc3ccc(Cl)cc3)ccc2OC[C@H](C)NC[C@H]1C,-0.4&0.6,3.0&-7.1,0.2&0.0&0.2,2.3&-9.7&8.9,-0.9,1.0,-0.3&-8.3,1.0&-4.4
CC(=O)[C@H]1CC[C@H]2[C@@H]3C=CC4=CC(=O)CC[C@@]4(C)[C@@H]3CC[C@]12C,-3.5,-12.6,-0.1,6.0,2.0,-5.1,1.6,-1.7
Cc1c(C(=O)NCc2n[nH]c(=S)n2-c2ccc(F)cc2)cccc1[N+](=O)[O-],-1.3,3.4,0.0,5.9,-11.7,-8.6,0.1,5.0
O=C(NC(=S)Nc1ccccc1[N+](=O)[O-])c1cncc(Br)c1,0.3,11.4,0.0,.,-2.0,-57.6,4.7,9.3
COc1ccc(NC(=O)Nc2cccc3c2O[C@@H](CN(C)C(=O)Nc2ccc4c(c2)OCO4)[C@@H](C)CN([C@@H](C)CO)C3=O)cc1,0.3,-19.6,1.5,1.6,-7.6,.,-6.1,27.1*
